proCasp7 act – procaspase-7 activators, primary screen, counter-screen for procaspase-3 activator project, biochemical, absorbance, HTS, human; recombinant procaspase-7, Ac-DEVD-pNA absorbance 405 nm; D23A/D198A/D206A triple mutant, cannot self-cleave; scale: DMSO 0, 5 µM enzyme 100; activation, % at 8.5 µM; 330,000 tested, 0.093% active;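 active = percent activation above the screen-wide mean plus 3 SD, cut at about 25% in these data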
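System: Uncleavable procaspase-7 mutant enzyme; Amount: 2 µM procaspase-7 mutant as dispensed; Schedule: 1 h compound preincubation, 2 h substrate cleavage, 25 °C; Measured by: 405 nm absorbance of p-nitroaniline; Evaluation: percent activation from buffer-corrected 0–120 min absorbance change; Control set: low DMSO alone, high DMSO plus 5 µM PC-7.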
LAP4 TOR yeast – modulators of LAP4-GFP expression in yeast, primary screen, S. cerevisiae, multiplex flow cytometry, MLPCN library. 3 h; median GFP as percent of DMSO wells. GFP response vs DMSO, % at 10 µM. 320,000 tested, 0.34% active. AID 2023, 2009;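 active = GFP response vs DMSO above a set limit, about the screen mean plus 3 SD, cut at about 150% in these data; inconclusive = under 70 cell events counted for the yeast strain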
MEP2-GFP yeast – modulators of MEP2-GFP levels in yeast, primary screen, S. cerevisiae, multiplex flow cytometry, MLPCN library | AID 2016, 2009 | 330,000 tested, 0.51% active | S. cerevisiae MEP2-GFP strain, 3 h; 100% = DMSO control level | GFP response vs DMSO, % at 10 µM;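 active = GFP response versus DMSO above a set limit, roughly screen mean plus 3 SD, cut at about 180% in these data; inconclusive = fewer than 70 cells counted for a yeast strain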;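 note: median GFP fluorescence of the barcode-gated MEP2-GFP cells per well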
RPL19A TOR yeast – RPL19A-GFP expression modulators in yeast, primary screen, cell-based, S. cerevisiae, multiplex flow cytometry, MLPCN. S. cerevisiae RPL19A-GFP strain, 3 h; active compounds read low. percent response vs DMSO, % at 10 µM. 330,000 tested, 0.3% active. AID 2025, 2009;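 active = percent response vs DMSO below 50%; inconclusive = fewer than 70 events counted for the yeast strain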;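 note: median channel GFP fluorescence of the barcoded RPL19A-GFP strain; ratio of sample median GFP to plate DMSO average so 100% = DMSO; lower means less RPL19A-GFP as with rapamycin TOR inhibition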
proCasp3 act – activators of human procaspase-3 D3A mutant, primary screen, biochemical, absorbance, PC-3 D3A mutant, single concentration | Caspase-3 (Homo sapiens), P42574 | recombinant procaspase-3 D3A, Ac-DEVD-pNA absorbance 405 nm | activation, % at 8.5 µM | 330,000 tested, 0.11% active | AID 463141, 2010;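 active = activation above the mean of all tested compounds plus 3 SD, cut at about 21% in these data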;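 note: 0% = DMSO alone and 100% = DMSO wells spiked with extra 5 µM PC-3 D3A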
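Test system: Procaspase-3 D3A mutant; medium: Zinc-free HEPES/NaCl buffer with 0.01% Triton X-100 at pH 7.4; reagent: DEVD-pNA substrate; doses: one concentration, 8.5 µM nominal, 0.8% DMSO; times: 1 h preincubation plus 2 h reaction at 25 °C; signal: Epi-absorbance at 405 nm of released p-nitroaniline, 0 and 120 min; replicates: singlicate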
AHR activator – AHR activators, primary screen, cell-based, luminescence, luciferase reporter, human; Aryl hydrocarbon receptor (Homo sapiens), P35869; AHR-responsive luciferase reporter cells; activation, % at 5 µM; 320,000 tested, 2.5% active; in the data active = activation above about 47%;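 note: 0% = vehicle wells and 100% = reference agonist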
EBNA-1 inhibitor – EBNA-1 DNA-binding inhibitors, primary screen, biochemical, fluorescence polarization. AID 1950, 2009. 300,000 tested, 0.34% active. inhibition, % at 14.8 µM; in the data active = inhibition above about 28%
ZTA DNA inh – ZTA (EBV) inhibition in EBNA-1 counter-screen; 320,000 tested, 0.15% active; AID 2234; inhibition, % at 11 µM; P03206; ZTA-DNA binding, fluorescence polarization; in the data active = inhibition above about 33%
An asterisk follows results filed as active; ? = inconclusive; nt = not tested or not shown.

SMILES	proCasp7 act	LAP4 TOR yeast	MEP2-GFP yeast	RPL19A TOR yeast	proCasp3 act	AHR activator	EBNA-1 inhibitor	ZTA DNA inh
CCCCCCC(C)n1[nH]c(=O)cc1N (stereo not given)	8	103	102	100	4	2	12	13
O=C(Cc1ccc(-c2ccccc2)cc1)NCc1cccnc1	-2	96	97	103	-6	5	-4	-15
CCCN(Cc1nnc(-c2ccccc2Cl)o1)C(=O)c1cccc(S(=O)(=O)N2CCOCC2)c1	-8	98	95	99	2	0	5	-8
Cc1ccc2[nH]c3c(=O)[nH]ncc3c2c1	7	105	107	98	8	21	2	-10
N#C/C(=C\c1ccc(O)c(O)c1)C(=O)NCCc1ccccc1	-18	102	97	104	-20	3	-5	0
C=CCOC(=O)C1=C[C@H](c2csc3ccccc23)C[C@H](OCc2ccc(CO)cc2)O1	-1	nt	nt	nt	8	3	-5	6
CC(=O)Nc1ccc(S(=O)(=O)NCc2nc(-c3ccccc3C)no2)cc1	4	95	103	105	4	0	8	5
CCOc1ccc(N(C)S(=O)(=O)c2ccc(C)c(C(=O)NCc3cccs3)c2)cc1	4	92	95	100	-1	1	nt	0
Cc1nc2ccccc2c(=O)n1NC(=O)c1ccc(Cl)cc1	-3	86	99	105	-1	5	-11	-6
CCN(CC)CCN1C(=O)c2ccccc2NC1c1cccc(F)c1 (stereo not given)	4	98	94	95	-3	15	-16	5
COc1ccc(-c2nnc(SCc3cc(C)ccc3C)n2N)cc1	-11	113	105	109	1	0	9	15
CCOC(=O)C1CCCN(C(=O)N2CCOCC2)C1 (stereo not given)	-2	102	103	101	1	2	2	15

Filtered by structure, those above containing a thiophene ring, fused or not (2)
SMILES	proCasp7 act	LAP4 TOR yeast	MEP2-GFP yeast	RPL19A TOR yeast	proCasp3 act	AHR activator	EBNA-1 inhibitor	ZTA DNA inh
C=CCOC(=O)C1=C[C@H](c2csc3ccccc23)C[C@H](OCc2ccc(CO)cc2)O1	-1	nt	nt	nt	8	3	-5	6
CCOc1ccc(N(C)S(=O)(=O)c2ccc(C)c(C(=O)NCc3cccs3)c2)cc1	4	92	95	100	-1	1	nt	0

Structures shown so far that contain four or more nitrogen atoms, in the order listed:
SMILES	proCasp7 act	LAP4 TOR yeast	MEP2-GFP yeast	RPL19A TOR yeast	proCasp3 act	AHR activator	EBNA-1 inhibitor	ZTA DNA inh
CCCN(Cc1nnc(-c2ccccc2Cl)o1)C(=O)c1cccc(S(=O)(=O)N2CCOCC2)c1	-8	98	95	99	2	0	5	-8
CC(=O)Nc1ccc(S(=O)(=O)NCc2nc(-c3ccccc3C)no2)cc1	4	95	103	105	4	0	8	5
COc1ccc(-c2nnc(SCc3cc(C)ccc3C)n2N)cc1	-11	113	105	109	1	0	9	15

Next part.
SMILES	proCasp7 act	LAP4 TOR yeast	MEP2-GFP yeast	RPL19A TOR yeast	proCasp3 act	AHR activator	EBNA-1 inhibitor	ZTA DNA inh
CCCn1c(=N)c(C(=O)NCC2CCCO2)cc2c(=O)n3cccc(C)c3nc21 (stereo not given)	-9	?	?	?	-5	3	-4	-7
CC(=O)NC1(C(F)(F)F)C(=O)Nc2c1c(=O)[nH]c(=O)n2CCc1ccccc1 (stereo not given)	5	98	176*	51	-1	-1	-11	-7
N#Cc1ccc(CSc2nnc(COc3ccccc3)n2-c2ccccc2)cc1	-5	99	100	93	3	1	2	0
Cc1cc(C)c2nc(N3CCN(C(=O)c4ccco4)CC3)sc2c1	4	120	104	96	0	13	2	-7
CC(=O)c1ccc(NC(=S)NCC(c2ccco2)N2CCCC2)cc1 (stereo not given)	-12	100	109	111	-5	-2	2	16
CCC(CC)C(=O)N1N=C(c2ccc(NS(C)(=O)=O)cc2)CC1c1ccc(C)cc1 (stereo not given)	-4	103	100	101	4	2	-8	9
Cn1cc(S(=O)(=O)NC2CCCCC2)c(=O)n(C)c1=O	9	101	104	96	-7	-3	-1	2
COc1ccc(NC(=S)N2CCC(N(C)CC3CCCO3)CC2)cc1 (stereo not given)	-8	73	86	109	-7	1	-8	-3
COC(=O)CCSCC(=O)Nc1ccc(C)c(S(=O)(=O)N2CCCCC2)c1	4	98	95	97	1	0	0	-27
CCN1CCN(CCNC(=O)Cn2c(=O)c3cccn3c3ccc(F)cc32)CC1	5	96	106	100	3	2	6	0
CCOc1cccc(OCCOCCOc2ccccc2C(C)=O)c1	-6	85	104	98	7	24	-1	-6
CCOc1ccc(N2C(=O)Cc3ccccc3C2=O)cc1	-5	92	96	102	2	-1	2	-1

Complete entries, looked up by structure. Screens in order: proCasp7 act | LAP4 TOR yeast | MEP2-GFP yeast | RPL19A TOR yeast | proCasp3 act | AHR activator | EBNA-1 inhibitor | ZTA DNA inh
Results for CCOc1ccc(N2C(=O)Cc3ccccc3C2=O)cc1 → -5 | 92 | 96 | 102 | 2 | -1 | 2 | -1
Results for CCOc1cccc(OCCOCCOc2ccccc2C(C)=O)c1 → -6 | 85 | 104 | 98 | 7 | 24 | -1 | -6
Results for CC(=O)NC1(C(F)(F)F)C(=O)Nc2c1c(=O)[nH]c(=O)n2CCc1ccccc1 (stereo not given) → 5 | 98 | 176* | 51 | -1 | -1 | -11 | -7
Results for COc1ccc(NC(=S)N2CCC(N(C)CC3CCCO3)CC2)cc1 (stereo not given) → -8 | 73 | 86 | 109 | -7 | 1 | -8 | -3
Results for CCN1CCN(CCNC(=O)Cn2c(=O)c3cccn3c3ccc(F)cc32)CC1 → 5 | 96 | 106 | 100 | 3 | 2 | 6 | 0

Later entries:
SMILES	proCasp7 act	LAP4 TOR yeast	MEP2-GFP yeast	RPL19A TOR yeast	proCasp3 act	AHR activator	EBNA-1 inhibitor	ZTA DNA inh
COCCN1C(=O)Cc2c1nc(N)c1c(N)nc(N3CCN(c4ccc(F)cc4)CC3)c(C#N)c21	-6	108	106	106	-2	1	3	4
Cc1cccc(C(=O)Oc2csc(=S)n2C(=O)c2cccc(C)c2)c1	-12	115	94	98	-9	6	-13	-1
O=S(=O)(Nc1cccc2[nH]ncc12)c1cccs1	3	98	94	91	5	2	13	-4
CCCCCc1ccc(-c2cn(CN3C(=O)c4ccccc4C3=O)nn2)cc1	4	126	94	100	2	-3	1	-2
Cc1cc(=O)[nH]c2c1c(C)nn2C1CCCC1	-8	91	102	97	-3	-1	-6	-14
Cc1c(NC(=O)c2ccc(S(=O)(=O)Nc3ccccc3F)cc2)c(=O)n(-c2ccccc2)n1C	1	112	108	96	-1	0	nt	nt
COc1ccc(CCNC(=O)C2(C)CCC(=O)N2Cc2ccc(C)cc2)cc1OC (stereo not given)	-1	106	102	101	1	2	6	10
N#CCSc1nc(-c2ccccc2)cs1	4	99	96	97	-4	2	-2	12
CCOC(=O)c1c(-c2ccccc2)oc2cc(CN(C)C)c(O)c(CN(C)C)c12	1	106	107	101	4	3	-7	-1
C/C(Nc1cccc(F)c1)=C(/C#N)C(N)=O	4	105	110	103	-2	0	10	0
COC(=O)c1ccc(/C=N/N2CCN(Cc3ccccc3Cl)CC2)cc1	3	113	98	96	-8	0	-8	-21
CCSc1nnc(NC(=O)Cc2cccc(OC)c2)s1	7	91	86	93	0	16	1	3
COc1ccc(C(C(=O)NC2CCCC2)N(C(=O)c2ccco2)c2ccc3c(c2)OCO3)cc1OC (stereo not given)	-2	90	95	93	-3	-2	-8	-4
O=C(c1ccco1)N1CCN(C(=O)c2ccccc2[N+](=O)[O-])CC1	-7	94	95	97	5	4	-10	-8
CC1Cc2ccccc2N1C(=O)CSc1nnc(Cn2nnc3ccccc32)n1C (stereo not given)	8	94	99	99	-8	1	13	9
Cc1nc(SCC2(C)CC2(Cl)Cl)n[nH]1 (stereo not given)	4	102	101	100	-1	-1	7	9
CC(C)CCn1cnc2c1c(=O)n(C)c(=O)n2C	7	96	100	102	9	-2	-6	-8
Cc1noc(C)c1NC(=O)NC(c1ccccc1)c1ccccc1	12	102	96	100	5	-2	3	14
O=c1c(Cl)c(N2CCN(S(=O)(=O)c3ccc(F)cc3)CC2)cnn1-c1cccc(Cl)c1	13	97	102	99	6	-2	-9	8
O=C(CSc1ccccc1)N1CCN(c2ccccc2)CC1	-8	111	103	97	8	4	5	24
O=C(N/N=C/c1ccc([N+](=O)[O-])cc1)c1cccnc1	7	101	107	102	12	25	-6	-13
C/C=C/C(=O)N1CC2(CC(c3cccc(NC(=O)CC)c3)=NO2)C[C@H]1C(N)=O (stereo not given in full)	-18	106	86	97	-3	3	-13	-14
COc1ccc(NC(=O)Cn2c(=O)oc3cc(S(=O)(=O)N4CCCC4)ccc32)cc1	3	94	98	94	11	-1	1	-4
CCN(CC)CCCOc1ccc(C)cc1Br	2	83	97	96	0	7	-6	-10
Nc1nc(Cl)cc(=O)n1Cc1ccc(Cl)cc1	6	114	96	101	1	-2	3	-5
CCOc1ccc(NC(=O)C2CCC(CNc3c(N4CCC(C)CC4)c(=O)c3=O)CC2)cc1 (stereo not given)	9	103	98	97	7	-1	2	-1
O=C1NCCN1CCN1C(=O)c2ccccc2NC1c1ccccc1 (stereo not given)	-1	116	101	100	9	0	1	5
COc1ccc(-c2cc(CCCC(=O)N3CCN(c4ccc(OC)cc4)CC3)no2)cc1	9	112	106	104	11	0	3	6
COC(=O)c1cccc(NC(=S)NCc2ccc(Cl)cc2)c1	5	109	107	100	-3	3	9	3
COCCn1c(Cc2ccccc2)nnc1SCc1nc2ccccc2c(=O)[nH]1	6	107	111	97	6	4	-5	-5
COc1cccc(C2C(C#N)=C(N)Oc3c2oc(CO)cc3=O)c1OC (stereo not given)	-5	120	111	107	-7	1	-1	-1
Nc1nc(SCc2ccc(Cl)c(Cl)c2)n[nH]1	-7	87	104	105	5	-1	-14	-20
COc1cc(/C=N/NC(=O)c2cn(-c3cccc(C)n3)cn2)ccc1O	9	83	107	112	-1	3	7	-5
Nc1nn(-c2ccccc2)nc1C(=O)OCc1ccccc1	0	104	97	98	6	-4	6	-8
CC(C)CN(CCNC(=O)c1cn(C)c2ccc(S(=O)(=O)N3CCCC3)cc2c1=O)CC(C)C	-2	81	89	80	2	0	5	-3
COc1ccccc1N1CCN(CCCOc2ccc(F)cc2)CC1	2	87	89	91	-2	-3	-9	2
COC(=O)c1cc(C(=O)NCc2ccccc2)c(=O)[nH]c1C	12	98	97	93	-8	-2	-5	11
Cc1ccc(CNC(=O)CCS(=O)(=O)c2cc3c(cc2Cl)NC(=O)CO3)o1	4	108	102	100	7	-2	-8	-1

High-throughput results as filed in PubChem BioAssay.
